# Screening data as filed in PubChem.
# PfGluPho inh: PfG6PD (Plasmodium falciparum) enzyme inhibition; PfGluPho enzyme, NADPH resazurin-diaphorase fluorescence; inhibition, % at 20 µM; 0.78% of 350,000 active;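 active = inhibition reaching at least a set limit at 20 µM in the primary screen, cut at about 59% in these data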;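 note: 0% = DMSO wells with substrate and 100% = DMSO wells lacking glucose-6-phosphate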
# SENP8 block-1: inhibitors of human SENP8 protease; Q96LD8; purified SENP8, Z-RLRGG-aminoluciferin cleavage, luminescence; inhibition, % at 10 µM; 1.2% of 330,000 active; AID 2540; in the data active = inhibition above about 50%
# Target sequence (Q96LD8 whole entry, looked up): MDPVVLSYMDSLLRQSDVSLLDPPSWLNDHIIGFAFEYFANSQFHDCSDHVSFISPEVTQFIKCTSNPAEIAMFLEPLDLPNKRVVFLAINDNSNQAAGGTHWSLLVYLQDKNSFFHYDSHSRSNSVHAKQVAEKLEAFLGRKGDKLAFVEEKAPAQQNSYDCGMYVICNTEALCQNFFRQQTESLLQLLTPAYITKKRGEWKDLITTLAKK
# SENP6 block: SENP6 protease inhibition. inhibition, % at 10 µM. 1.8% of 330,000 active. Q9GZR1. Recombinant SENP6 catalytic domain, aminoluciferin luminescence;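 active = inhibition above about 50% at the single tested dose, limit read from the data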;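 note: plate controls were DMSO wells with enzyme for no effect and DMSO wells lacking enzyme for full effect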
# Target sequence (Q9GZR1 628-1112 limits assumed): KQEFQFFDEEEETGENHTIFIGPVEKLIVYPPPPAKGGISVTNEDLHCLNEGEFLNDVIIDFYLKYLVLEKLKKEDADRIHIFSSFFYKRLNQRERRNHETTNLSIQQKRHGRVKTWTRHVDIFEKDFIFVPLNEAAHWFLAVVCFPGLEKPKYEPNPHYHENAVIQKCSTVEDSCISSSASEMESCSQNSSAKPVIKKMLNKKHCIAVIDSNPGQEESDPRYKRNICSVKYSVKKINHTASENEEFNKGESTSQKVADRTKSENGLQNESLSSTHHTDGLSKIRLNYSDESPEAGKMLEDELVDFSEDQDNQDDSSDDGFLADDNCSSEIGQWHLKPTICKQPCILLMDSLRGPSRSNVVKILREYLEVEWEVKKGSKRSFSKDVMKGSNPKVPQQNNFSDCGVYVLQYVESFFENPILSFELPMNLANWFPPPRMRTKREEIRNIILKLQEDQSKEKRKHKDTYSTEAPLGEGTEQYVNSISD
# HKDC1 inhibitor: inhibitors of human hexokinase HKDC1; Q2TB90; recombinant HKDC1, G6PDH/diaphorase resazurin coupled fluorescence; inhibition, % at 20 µM; 0.16% of 340,000 active;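 active = inhibition above about 35% when tested at 20 µM, limit read from the data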;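 note: plate controls were DMSO wells with enzyme for no effect and DMSO wells lacking enzyme for full effect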
#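 Test system: HK5 enzyme. Quantity: 5 µg/mL HK5 final. Reagent: glucose and ATP substrates. Schedule: 90 min reaction incubation at room temperature, dark. Technique: resazurin-to-resorufin fluorescence via G6PDH and diaphorase coupling, 525/613 nm. Control set: DMSO wells with and without enzyme mix.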
# Apaf1 inhib: inhibitors of human Apaf-1 apoptosome; O14727; reconstituted apoptosome caspase-3 activity, DEVD-Rh110 fluorescence; inhibition, % at 20 µM; 0.71% of 330,000 active; AID 489030; active = inhibition of at least 40% at 20 µM;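 note: plate controls were DMSO wells for no effect and DEVD-CHO caspase inhibitor wells for full effect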
#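 System: Apoptosome proteins | Medium: Hepes pH 7.5 with detergent and BSA | Also added: Cytochrome c trigger plus (Z-DEVD)2-Rh110 caspase-3 substrate | Incubation: 30 min compound preincubation, 50 min activation, room temperature | Detection: Rhodamine 110 fluorescence at Ex 480/Em 540 nm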
# NLRP3 yeast inh: blocks the NALP3 inflammasome reconstituted in yeast | Yeast reconstituted NLRP3/ASC/caspase-1, beta-gal luminescence, 24 h | inhibition, % at 10 µM | 0.39% of 330,000 active;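 active = inhibition of 50% or more; inactive = inhibition below 50%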;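 note: plate controls were induced DMSO wells for no effect and uninduced yeast grown without galactose for full effect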
# SENP8 block-2: inhibitors of human SENP8 protease; inhibition, % at 20 µM; recombinant SENP8, Nedd8 substrate fluorescence; Q96LD8; AID 602440; 0.64% of 360,000 active; in the data active = inhibition mostly above about 40%, no sharp cut-off; inactive = mostly below about 27%
# SENP7 inh: blocks the human protease SENP7; Q9BQF6; recombinant SENP7, Z-RLRGG-aminoluciferin luminescence, 40 min; inhibition, % at 5 µM; 1.5% of 330,000 active;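 active = inhibition above about 50% at the single test dose, limit read from the data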;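 note: plate controls were DMSO with enzyme for no effect and no enzyme buffer wells for full effect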
# Target sequence (Q9BQF6 706-1050 limits assumed): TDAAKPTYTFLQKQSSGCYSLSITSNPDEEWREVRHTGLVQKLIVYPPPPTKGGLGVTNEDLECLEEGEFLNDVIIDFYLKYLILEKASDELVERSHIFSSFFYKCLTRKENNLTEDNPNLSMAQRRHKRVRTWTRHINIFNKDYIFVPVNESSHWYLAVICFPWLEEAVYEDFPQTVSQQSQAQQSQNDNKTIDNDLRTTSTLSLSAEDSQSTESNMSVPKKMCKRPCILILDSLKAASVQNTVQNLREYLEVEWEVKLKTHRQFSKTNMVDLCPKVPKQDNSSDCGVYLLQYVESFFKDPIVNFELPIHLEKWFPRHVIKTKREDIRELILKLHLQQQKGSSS
# SENP1 inh: inhibitors of human SENP1 SUMO protease catalytic domain. inhibition, % at 10 µM. recombinant SENP1 catalytic domain, CyPet-SUMO1-YPet FRET cleavage. 0.21% of 360,000 active;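 active = inhibition at least 30% at 10 µM, raw YFP signal under a set limit, fluorescence ratio 0.5 to 1.5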;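 note: 0% = enzyme with DMSO and 100% = no enzyme wells; some results filed as inactive read as strong as hits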
#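 Material: hSENP1 catalytic domain, recombinant; medium: Tris pH 8 with BME, BSA, NP40 and catalase; compound: single concentration of 10 µM compound, 0.5% DMSO final; technique: FRET read of cyan and yellow fluorescence; timing: 50 min enzyme reaction, room temperature, light-protected; reagent: SFCypet-SUMO1-SFYpet substrate at 25 nM; control set: no-enzyme low, enzyme-DMSO high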
# An asterisk follows results filed as active; / = no result given. No enrichment for hits (roughly 4.1% active in at least one column).
# The opening 14 records (preview)
SMILES,PfGluPho inh,SENP8 block-1,SENP6 block,HKDC1 inhibitor,Apaf1 inhib,NLRP3 yeast inh,SENP8 block-2,SENP7 inh,SENP1 inh
COc1ccc(C(=O)N2CCCC(c3nc(-c4cc(OC)c(OC)c(OC)c4)no3)C2)cc1 (stereo not drawn),-19,0,25,4,2,20,16,3,1
CN(C)c1ccc(Nc2c3c4c(cccc4n(C)c2=O)C(=O)c2ccccc2-3)cc1,40,/,/,3,/,/,53*,/,60*
Cc1n[nH]c(C)c1Sc1ccccc1N=Cc1cc([N+](=O)[O-])ccc1O,/,-8,-9,/,7,5,/,-2,/
Cc1ccc(S(=O)(=O)N2CCN(S(=O)(=O)N3CCC(C)CC3)CC2)cc1C,-11,7,3,-6,-8,7,12,4,2
CC(NC(=O)c1sc2cc([N+](=O)[O-])ccc2c1Cl)C(C)(C)C (stereo not drawn),97*,6,-9,-76,-6,16,28,1,0
Cc1ccccc1CSc1nnc(-c2ccco2)n1Cc1ccco1,7,1,-14,0,-9,-13,11,8,-2
O=C(NCCCNC(=O)c1ccc(Cl)cc1Cl)c1ccco1,10,4,0,-2,0,8,4,7,2
Cc1ccc(S(=O)(=O)NCCC(=O)NCC(c2cccs2)N2CCOCC2)cc1 (stereo not drawn),-13,-5,-10,-6,9,5,8,-2,0
O=C(Cc1ccccc1)NCC1COc2ccccc2O1 (stereo not drawn),5,1,-22,0,-29,12,16,3,2
O=C(CCc1nnc(CCCCc2ccccc2)o1)NCCc1cccnc1,-8,0,-8,1,-2,-17,7,-5,-1
O=c1c(C(c2ccccc2)c2c(O)nc3n(c2=O)CCCS3)c(O)nc2n1CCCS2,-4,-4,12,1,-5,9,10,-4,-2
COc1ccc(-c2nc3cnccn3c2NC(C)(C)CC(C)(C)C)cc1O,2,0,30,1,9,-3,-447,3,-46
COc1ccccc1NC(=O)C1=C(C)N(c2ccccc2)C(=S)NC1c1cccc(C(F)(F)F)c1 (stereo not drawn),5,-11,-23,1,10,5,13,-13,2
CCOC(=O)c1[nH]c2ccc(F)cc2c1N=C(C)N(CC)CC,1,-8,1,-8,-6,18,1,3,2

# All compounds of this part, repeating the preview:
SMILES,PfGluPho inh,SENP8 block-1,SENP6 block,HKDC1 inhibitor,Apaf1 inhib,NLRP3 yeast inh,SENP8 block-2,SENP7 inh,SENP1 inh
COc1ccc(C(=O)N2CCCC(c3nc(-c4cc(OC)c(OC)c(OC)c4)no3)C2)cc1 (stereo not drawn),-19,0,25,4,2,20,16,3,1
CN(C)c1ccc(Nc2c3c4c(cccc4n(C)c2=O)C(=O)c2ccccc2-3)cc1,40,/,/,3,/,/,53*,/,60*
Cc1n[nH]c(C)c1Sc1ccccc1N=Cc1cc([N+](=O)[O-])ccc1O,/,-8,-9,/,7,5,/,-2,/
Cc1ccc(S(=O)(=O)N2CCN(S(=O)(=O)N3CCC(C)CC3)CC2)cc1C,-11,7,3,-6,-8,7,12,4,2
CC(NC(=O)c1sc2cc([N+](=O)[O-])ccc2c1Cl)C(C)(C)C (stereo not drawn),97*,6,-9,-76,-6,16,28,1,0
Cc1ccccc1CSc1nnc(-c2ccco2)n1Cc1ccco1,7,1,-14,0,-9,-13,11,8,-2
O=C(NCCCNC(=O)c1ccc(Cl)cc1Cl)c1ccco1,10,4,0,-2,0,8,4,7,2
Cc1ccc(S(=O)(=O)NCCC(=O)NCC(c2cccs2)N2CCOCC2)cc1 (stereo not drawn),-13,-5,-10,-6,9,5,8,-2,0
O=C(Cc1ccccc1)NCC1COc2ccccc2O1 (stereo not drawn),5,1,-22,0,-29,12,16,3,2
O=C(CCc1nnc(CCCCc2ccccc2)o1)NCCc1cccnc1,-8,0,-8,1,-2,-17,7,-5,-1
O=c1c(C(c2ccccc2)c2c(O)nc3n(c2=O)CCCS3)c(O)nc2n1CCCS2,-4,-4,12,1,-5,9,10,-4,-2
COc1ccc(-c2nc3cnccn3c2NC(C)(C)CC(C)(C)C)cc1O,2,0,30,1,9,-3,-447,3,-46
COc1ccccc1NC(=O)C1=C(C)N(c2ccccc2)C(=S)NC1c1cccc(C(F)(F)F)c1 (stereo not drawn),5,-11,-23,1,10,5,13,-13,2
CCOC(=O)c1[nH]c2ccc(F)cc2c1N=C(C)N(CC)CC,1,-8,1,-8,-6,18,1,3,2
NC(=O)[C@@H]1CCCN1Cc1nc(Cc2ccccc2Cl)no1,-12,0,21,0,-8,5,14,10,0
CN1CCN(CC(=O)NC2CCCCC2)CC1,5,-8,-16,-6,-3,8,16,-12,3
CN(c1ccc(C(=O)N2CCCCCC2)cc1)S(=O)(=O)c1ccccc1,8,-5,13,-1,3,12,6,-6,3
Cn1c(SCC(=O)N/N=C/C=C/c2ccccc2[N+](=O)[O-])nc2ccccc21,24,-1,-2,-10,7,-5,19,3,2
COc1ccccc1/C=N/NC(=O)C(C)Cn1cnc2ccccc21 (stereo not drawn),55,2,5,-4,0,9,10,3,-1
COc1ccc(OCCNc2c([N+](=O)[O-])c(=O)oc3ccccc23)cc1,-10,1,8,-1,73*,24,18,5,3
CCN(CC)C(=O)COc1coc(CN2CCN(c3ccc(F)cc3)CC2)cc1=O,19,2,3,-5,-5,7,14,-3,-1
Cc1cc2ncn(N)c2cc1C,2,12,-11,-8,-15,0,12,2,1
COc1ccc(CN(CCCN2CCOCC2)C(=O)Nc2ccccc2)cc1OC,-5,-6,3,-10,-10,5,13,-7,0
CC(C)c1ccc(NC(=O)C2CCN(S(=O)(=O)c3ccc4c(c3)NC(=O)CO4)CC2)cc1,8,13,7,7,15,4,7,-5,0

# Some entries already given, reduced to NLRP3 yeast inh, SENP7 inh and HKDC1 inhibitor.
SMILES	NLRP3 yeast inh	SENP7 inh	HKDC1 inhibitor
COc1ccccc1/C=N/NC(=O)C(C)Cn1cnc2ccccc21 (stereo not drawn)	9	3	-4
COc1ccc(OCCNc2c([N+](=O)[O-])c(=O)oc3ccccc23)cc1	24	5	-1

# Next structures.
SMILES,PfGluPho inh,SENP8 block-1,SENP6 block,HKDC1 inhibitor,Apaf1 inhib,NLRP3 yeast inh,SENP8 block-2,SENP7 inh,SENP1 inh
O=C(O)c1ccc(N2CCCS2(=O)=O)cc1,4,2,1,-8,3,15,-2,7,2
NC1=NC[C@H](c2ccccc2)N1CCCCC1CCCCC1,-6,0,-7,-2,37,2,21,-4,0
CCC1CCCCN1C(=O)CSc1nc(N)c(NC(=O)c2ccco2)c(=O)[nH]1 (stereo not drawn),-14,4,4,-4,-12,5,-7,-8,-7
CC(C)COc1ccc(C(=O)OCC(=O)NCc2cccs2)cc1,9,-8,-17,-2,3,22,12,3,2
COc1cccc(CN2C(=O)[C@@H]3Cc4c([nH]c5ccccc45)C(C)(C)N3C2=O)c1,36,-3,-12,-1,13,24,14,-2,-8
CCn1c(SCC(=O)Nc2ccc3[nH]c(=O)[nH]c3c2)nnc1-c1ccccc1,21,-6,-12,3,-6,13,-7,-6,-11
COc1ccc(C(C(=O)NC2CCCCC2)N(C(=O)CCl)c2ccc(OC)cc2)cc1 (stereo not drawn),-7,0,5,-5,0,14,8,4,1
CC(C)CN(C(=O)COC(=O)c1ccccc1SCC(=O)N1CCCC1)C1CCS(=O)(=O)C1 (stereo not drawn),-5,/,/,-4,/,/,-24,/,0
COC(=O)Cc1c(C)c2ccc(OCC(=O)N3CCOCC3)cc2oc1=O,-28,0,-14,-6,-3,-1,-474,0,0
CC1(C)CC(CC(=O)Nc2ccccc2[N+](=O)[O-])C(=O)O1 (stereo not drawn),-20,0,6,17,-13,9,12,-3,0
C=CCN1C(=O)C(C)S/C1=N\S(=O)(=O)c1ccc(Cl)cc1 (stereo not drawn),-19,-4,0,-4,-3,-1,14,-4,0
O=C(c1ccc2nc[nH]c2c1)N1CCN(c2cccc(C(F)(F)F)c2)CC1,-15,0,0,2,11,-11,10,-5,-3
Cc1cccc(-n2c(CCn3nc(C)c([N+](=O)[O-])c3C)n[nH]c2=S)c1,45,-2,-21,-3,-9,10,15,-5,0
CC(C)=NN1C(c2nonc2N)=NOC1(C)C,-1,-4,-2,-5,-13,11,14,-1,2
CCOC(=O)Nc1ccc2nc(N3CCCCCC3)sc2c1,-3,25,58*,-4,7,40,13,33,1
COc1nc(C)ccc1-c1noc(-c2cccs2)n1,18,49,62*,-5,-16,17,-15,70*,-4
COc1ccc(Br)cc1CN1CCN(Cc2c[nH]c3ccccc23)CC1,-6,2,8,-3,13,11,20,3,0
COc1ccc(C(=O)Nc2ccc(C)c(S(=O)(=O)N3CCOCC3)c2)cc1S(=O)(=O)N1CCCC1,-1,/,/,0,/,/,12,/,4
CSc1nsc(SCC(=O)NCc2ccc(C)cc2)n1,5,6,-25,-3,-11,51*,13,-2,2
CCC(=O)Nc1ccc(C(=O)COC(=O)C(CCSC)NC(=O)COc2ccccc2)cc1 (stereo not drawn),0,-2,-3,4,3,7,-17,2,-16
Cc1ccccc1CC(=O)Nc1cc(C(C)(C)C)on1,11,8,28,-7,-4,8,7,7,3
CCOc1ccccc1Nc1cc2n(c(=O)n1)CCc1cc(OC)c(OC)cc1-2,9,-11,-22,0,6,-4,-74,-4,-12
Cc1c(CN(C)C(=O)/C=C/c2ccc([N+](=O)[O-])cc2)cnn1C,-16,2,2,3,4,2,18,9,2
C[C@]12CC[C@@H]3c4ccc(O)cc4CC[C@H]3[C@@H]1CCC2=O,14,0,-26,-3,-2,37,11,7,0
COc1ccc(CCN2C(=O)CC(NNC(=O)c3ccccc3Br)C2=O)cc1OC (stereo not drawn),-8,-11,-10,-4,13,-7,1,-9,2
COc1cc(NC(=O)CCn2c(=S)oc3ccccc32)cc(OC)c1OC,1,10,16,-3,2,-5,23,5,2
COc1ccc(OC)c(NC(=O)CCN2CCN(CCO)CC2)c1,0,-3,15,-5,-5,9,9,2,1
NCC(=O)c1cccc2ccc[n+]([O-])c12,6,-15,-42,0,4,2,22,-9,0
CCCN(C(=O)CCNC(=O)Cn1cnc2ccccc2c1=O)c1cccc(C)c1,-21,-5,-23,1,2,9,13,5,0
CN1CCN(CC(O)c2ccccc2)CC1 (stereo not drawn),/,-1,-14,/,-4,15,/,-2,/
O=C(CN1CCN(c2nc(-c3ccc(F)cc3)cs2)CC1)Nc1ccc2c(c1)OCO2,-7,-8,-14,1,3,20,-6,-9,-6
O=c1cnnc(N/N=C/c2cccs2)[nH]1,4,-1,1,-1,-22,-6,26,3,3
COc1ccc(C(=O)NCCc2cn3ccc(C)cc3n2)cc1,17,-14,0,6,2,16,-64,13,4
COC(=O)c1ccc(Sc2ccc(F)cc2)c(N)c1,25,-1,11,-8,-9,20,-256,-2,-12
O=C(O)c1ccc(-c2nc3ccccc3[nH]2)cc1,-6,62*,75*,-7,1,1,-448,73*,0
